# SMARCA2 activ = increases SMARCA2 function in MMTV reporter cells; AID 652017; hit rate 1% among 370,000; activation, % at 9.1 µM; MG213 cells, MMTV-luciferase reporter, dexamethasone, overnight; in the data active = activation above about 7.8%;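 also: 0% = vehicle wells and 100% = reference activator wells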
# FXN GAA850 act = activators of GAA850 frataxin (FXN) promoter. AID 540364. hit rate 0.56% among 360,000. activation, % at 6 µM. HEK293 lucGAA850 FXN promoter luciferase reporter, 24 h; percent of 10 µM SAHA response;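 active = activation above the average of all compounds screened plus 3 SD, cutoff fixed separately per campaign, cut at about 7.5% in these data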;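 also: 0% = DMSO wells and 100% = 10 µM SAHA wells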
# ssDAF12 agonist = activators of S. stercoralis DAF-12 nuclear receptor | HEK293 ssDAF-12/GRIP1 lit1-tk-luc reporter, luminescence; % of 3 µM dafachronic acid response | hit rate 1% among 370,000 | activation, % at 6.8 µM;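 active = activation above the mean over all tested compounds plus 3 SD, cut at about 0.9% in these data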;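 also: 0% = DMSO-only wells and 100% = 3 µM delta7-dafachronic acid wells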
# NPR2 activator = GC-B (human) receptor activation | P20594 | activation, % at 10 µM | AID 1920062 | HEK293-GC-B cells, CNP EC30, cGMP TR-FRET; 0% at EC30 CNP, 100% saturating CNP | hit rate 0.11% among 370,000;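 active = activation at 10 µM reaching about 35% in either raw or pattern-adjusted values, limit read from the data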
# hcDAF-12 act = activators of H. contortus DAF-12 nuclear receptor. HEK293 hcDAF-12 lit1-tk-luc reporter, luminescence; 0% DMSO, 100% Δ7-dafachronic acid. activation, % at 6.8 µM. hit rate 1.4% among 370,000;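 active = activation above the mean of all tested compounds plus 3 SD, cut at about 5.5% in these data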;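 also: 100% = response to 3 µM Δ7-dafachronic acid high control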
# proKLK7 act = proKLK7 (human) activation, primary screen | P49862 | purified proKLK7, EDANS-DABCYL substrate fluorescence; 100% is mature enzyme control, 0% vehicle | activation, % at 7 µM | hit rate 0.9% among 370,000 | AID 652039;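 active = activation above the mean of all tested compounds plus 3 SD, computed per campaign excluding outliers beyond control limits, cut at about 13% in these data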
# Target sequence (P49862 whole entry, looked up): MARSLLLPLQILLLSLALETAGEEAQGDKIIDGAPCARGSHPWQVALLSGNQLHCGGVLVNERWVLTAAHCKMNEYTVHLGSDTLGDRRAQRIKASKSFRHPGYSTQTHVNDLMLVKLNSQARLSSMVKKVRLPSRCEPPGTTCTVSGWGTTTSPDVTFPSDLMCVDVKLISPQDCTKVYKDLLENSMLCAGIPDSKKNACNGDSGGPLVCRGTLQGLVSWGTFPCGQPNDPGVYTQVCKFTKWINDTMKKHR
# DAX1 inh-1 = inhibitors of DAX1 repression of SF-1 activated StAR promoter | HEK293T StAR-luciferase reporter, SF-1/DAX-1 repression relief | inhibition, % at 6.8 µM | hit rate 1.1% among 370,000 | AID 652010;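 active = inhibition above the mean over all tested compounds plus 3 SD, cut at about 3.6% in these data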;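 also: 0% = DAX-1 cells with DMSO and 100% = cells lacking DAX-1 with DMSO; higher inhibition means more luminescence from relief of DAX-1 repression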
# sPLA2-III inh = Blocks human group III sPLA2 activity; AID 743126; QFRET BODIPY PC-A2 liposome hydrolysis, fluorescence; Q9NZ20; hit rate 0.56% among 370,000; inhibition, % at 12.2 µM;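 active = inhibition above mean plus 3 SD of compounds lying within the high and low control bounds, cut at about 19% in these data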;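 also: 0% = median of test compound wells and 100% = no enzyme DMSO wells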
# Target sequence (Q9NZ20 whole entry, looked up): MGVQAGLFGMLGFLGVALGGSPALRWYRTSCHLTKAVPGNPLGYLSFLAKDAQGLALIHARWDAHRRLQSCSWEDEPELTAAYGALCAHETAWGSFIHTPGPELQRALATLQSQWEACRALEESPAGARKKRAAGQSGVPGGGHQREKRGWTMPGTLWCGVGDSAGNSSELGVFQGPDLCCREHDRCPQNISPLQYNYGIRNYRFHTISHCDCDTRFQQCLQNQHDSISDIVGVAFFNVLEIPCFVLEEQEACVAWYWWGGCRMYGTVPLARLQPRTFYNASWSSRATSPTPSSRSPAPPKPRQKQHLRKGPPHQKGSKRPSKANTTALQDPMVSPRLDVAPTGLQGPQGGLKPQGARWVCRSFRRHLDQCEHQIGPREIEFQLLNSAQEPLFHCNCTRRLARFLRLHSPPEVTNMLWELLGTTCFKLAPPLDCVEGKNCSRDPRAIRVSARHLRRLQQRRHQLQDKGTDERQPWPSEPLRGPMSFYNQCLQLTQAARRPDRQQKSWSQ
# DAX1 inh-2 = inhibitors of human orphan nuclear receptor DAX1 (NR0B1). AID 504766. hit rate 0.99% among 340,000. HEK293 Gal4-DAX1 luciferase reporter, luminescence. inhibition, % at 6.75 µM;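 active = inhibition above the mean over all tested compounds plus 3 SD, cut at about 4.2% in these data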;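 also: 0% = DAX1-transfected cells with DMSO and 100% = empty-vector control cells with DMSO; inhibition shows as a rise in luminescence from relieved DAX1 repression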
# Target sequence (P51843 207-470 limits assumed): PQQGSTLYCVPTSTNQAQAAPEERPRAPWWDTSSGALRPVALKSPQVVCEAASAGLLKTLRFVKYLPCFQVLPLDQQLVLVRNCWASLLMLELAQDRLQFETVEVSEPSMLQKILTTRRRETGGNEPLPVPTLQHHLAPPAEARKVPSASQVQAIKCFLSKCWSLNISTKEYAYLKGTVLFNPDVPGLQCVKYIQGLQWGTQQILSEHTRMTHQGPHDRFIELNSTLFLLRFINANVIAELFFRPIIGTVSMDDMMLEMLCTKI
# hgDAF-12 ag = hgDAF-12 agonism, primary luciferase screen; AID 687014; hit rate 1.8% among 370,000; HEK293 GAL4-hgDAF12 UAS-luciferase reporter, agonist luminescence; normalized to butyrate control; activation, % at 6.8 µM;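 active = activation above a cutoff set at the mean of all screened compounds plus 3 SD, cut at about 10% in these data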;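 also: 0% = DMSO wells and 100% = sodium butyrate wells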
# NPR1 activator = GC-A (human) enzyme activation | P16066 | HEK293 GC-A cells, cGMP TR-FRET, EC30 ANP; 0% at EC30 ANP, 100% saturating ANP | activation, % at 10 µM | hit rate 0.14% among 370,000 | AID 1671463; in the data active = activation above about 40%
# An asterisk follows results filed as active; / = no result given.
SMILES,SMARCA2 activ,FXN GAA850 act,ssDAF12 agonist,NPR2 activator,hcDAF-12 act,proKLK7 act,DAX1 inh-1,sPLA2-III inh,DAX1 inh-2,hgDAF-12 ag,NPR1 activator
Cc1ccccc1NS(=O)(=O)c1ccc2oc(=O)ccc2c1,-5,0.9,-1.6,1,-2.3,0.2,0.0,14,0.6,-2.7,1
CC(=O)NC(c1ccc(F)c(F)c1)c1nc(-c2ccccc2C)cs1 (stereo unspecified),-2,-0.6,-0.8,-1,-1.2,0.3,-0.2,-5,/,-0.5,-2
COc1ccc2c(=O)c(N3C(=O)c4ccccc4C3=O)c(C)oc2c1,3,1.6,-0.7,1,-0.2,0.1,-0.1,1,-0.2,1.5,1
COc1ccc(NC(=O)c2nc(-n3nc(C)cc3C)ccc2Cl)cc1Cl,0,1.9,-0.6,-4,-1.4,-0.5,0.2,-2,0.4,-0.2,-1
Cc1ccccc1NC(=O)CN1CCN(C(=O)c2ccco2)CC1,3,0.3,-1.5,-4,4.1,0.0,-0.5,2,0.6,1.4,1
Cc1ccc(C)c(CSC2=NN3CCCC(=O)N=C3S2)c1,8.5*,2.8,-1.2,-5,-1.4,0.3,-0.1,-6,-2.4,-1.4,1
CCCCn1cnc2c(oc3ccccc32)c1=O,2,5.0,-0.2,2,0.1,0.0,1.0,14,0.8,12*,-2
CCOC(=O)CC1CCCCN1C(=O)c1ccc2oc(CCc3ccccc3)nc2c1 (stereo unspecified),1,-0.3,-0.6,-5,-2.1,0.3,-0.7,-28,0.1,-1.8,4
Cc1ccc2nc(NCCc3ccccc3)c3nncn3c2c1,4,2.7,-1.2,4,-1.6,0.2,0.0,1,0.0,-2.1,2
Cc1nn(C(C)C)c(C)c1CN1CCC(C(=O)Nc2cccc(-c3cccc(F)c3)c2)CC1,-3,-0.1,0.3,-4,0.2,1.2,1.2,-25,-1.1,-0.2,-1
O=C(N/C=C/c1ccco1)NCc1ccccc1,-3,1.2,-0.8,-3,-0.9,-0.2,0.2,-2,0.4,3.3,0
Cc1ccc(N(CC(=O)NC2CCCC2)C(=O)c2c(C)noc2C)cc1C,-3,-1.6,-0.8,2,-2.0,-0.3,-0.1,-4,0.0,-0.5,3
CCOC(=O)C1CCN(C(=O)c2ccc(CNS(=O)(=O)c3ccc(C)cc3)cc2)CC1,-2,-0.3,-1.2,-3,-0.3,0.3,-0.8,-8,2.4,-0.8,-5
Cc1cc(N2CCN(C)CC2)nc2ccc(NC(=S)NCCN3CCc4ccccc4C3)cc12,7.9*,-4.1,-1.4,1,-0.5,7.0,0.0,-5,1.1,-1.4,-16
Cn1c(SCC(=O)NC(C)(C)C)nnc1-c1cnccn1,-3,1.6,-0.8,-1,-0.4,0.0,-1.1,1,-0.7,0.7,1
Cc1ccc(NC(=S)N2CCN(S(C)(=O)=O)CC2)cc1Cl,3,-0.2,-1.2,-1,0.5,-0.2,-0.2,11,0.3,1.1,2
COc1c(N2CCN(C(=S)NC3CC4CCC3C4)C(C)C2)c(F)cc2c(=O)c(C(=O)O)cn(C3CC3)c12 (stereo unspecified),-2,-0.8,-1.3,-6,0.1,2.8,-0.3,6,-2.0,1.9,-5
CN(C)CC(NC(=O)c1cccc(S(=O)(=O)Nc2ccc3c(c2)OCO3)c1)c1ccccc1 (stereo unspecified),-1,-3.2,-0.8,6,0.4,-0.1,0.3,3,0.3,0.8,-4
CC1Cc2ccccc2N1C(=O)COC(=O)c1ccc([N+](=O)[O-])o1 (stereo unspecified),0,1.9,-0.6,-1,1.0,-0.3,1.5,3,0.5,-1.2,-2
Oc1ccccc1C=Nc1ccccc1-c1nc2ccccc2[nH]1,8.3*,2.4,-0.7,-1,2.5,77*,1.6,1,2.7,18*,-14
CCN1C(=O)[C@H]2[C@H]3CN=C(SCc4ccc(OC)cc4)N3[C@@](CC)(C(=O)OC)[C@H]2C1=O,-1,-0.2,-1.0,-2,-1.4,0.2,-0.5,7,0.0,4.0,6
COCc1c(C#N)c(NCCc2ccccc2)nc(C)c1[N+](=O)[O-],-2,3.8,0.3,31,4.5,0.1,0.2,-5,0.4,-0.1,27
O=C(OCC(=O)c1c[nH]c2ccccc12)c1cccc(O)c1,4,5.2,-0.1,-7,8.7*,0.3,0.7,-41,0.7,9.9,0
CNC(=S)N(CCc1c(C)[nH]c2ccc(OC)cc12)Cc1cccnc1,4,-0.3,-1.1,1,-0.8,-0.7,-1.2,2,1.9,0.5,-7
COc1ccc(CCN(C)c2ccc(S(=O)(=O)N3CCCC3)cn2)cc1OC,-1,3.5,-1.4,-4,-1.0,-0.4,-0.8,-8,-0.3,-1.5,3

# (next part)
SMILES,SMARCA2 activ,FXN GAA850 act,ssDAF12 agonist,NPR2 activator,hcDAF-12 act,proKLK7 act,DAX1 inh-1,sPLA2-III inh,DAX1 inh-2,hgDAF-12 ag,NPR1 activator
C=CCOc1ccc(C2N3CC4(CC)CN2CC(CC)(C3)C4=O)cc1 (stereo unspecified),0,-0.7,-1.2,6,0.4,0.2,0.2,0,-0.7,4.7,2
COc1ccccc1CCC(=O)Oc1ccccc1C#N,-1,1.2,-0.6,2,1.0,-0.6,0.4,6,-0.1,-1.0,-1
CC(C)OC(=O)c1ccc(NC(=S)NC(=O)c2cncc(Br)c2)cc1,-2,3.4,-1.2,-3,2.1,-0.1,-0.3,0,1.9,2.7,1
CCOC(=O)c1c2n(c3ccc(OC(C)=O)cc13)CCC2,1,-0.4,-1.6,-4,0.7,0.6,0.6,2,1.8,1.7,2
COc1ccccc1C(=O)COC(=O)C1(C)CC1(Cl)Cl (stereo unspecified),2,4.1,0.2,-2,1.0,-0.6,1.1,-2,0.6,2.2,-1
CCOc1ccc(-c2cn(CCC#N)cn2)cc1,0,2.9,-0.9,5,0.2,0.2,0.8,-8,3.0,-0.2,2
Cc1ccc(-c2csc(NC(=O)CSc3nnc4c(n3)[nH]c3ccccc34)n2)cc1,-3,0.3,-1.4,-3,-1.0,-0.1,-0.1,-4,-0.1,1.1,0
Cc1nn(CC2CC2)c(=O)n1-c1ccc(C(C)C)cc1,2,0.0,-1.6,1,-1.6,0.0,0.2,7,-0.4,-1.3,0
COCCCC1CCN(C(=O)C2CCC(=O)N(Cc3ccccc3F)C2)CC1 (stereo unspecified),0,0.9,-0.8,2,0.4,-0.8,-0.6,0,0.2,-1.4,6
CCCN(CCC)Cc1c(C(=O)OCC)nnn1-c1nonc1N,0,0.5,-1.0,-3,-1.2,0.2,-0.5,-3,0.8,-1.3,-4
COc1ccccc1NC(=O)CCCc1nnc2n(C)c(=O)c3sccc3n12,2,2.5,-1.3,-5,-0.1,0.1,0.2,2,0.3,-1.0,0
O=C(NCCc1ccc2c(c1)OCO2)C1CCN(S(=O)(=O)c2ccc(Cl)cc2)CC1,4,0.4,-1.6,0,-0.3,-0.4,-0.6,-12,0.2,0.2,3
O=C(CCCCCn1c(=S)[nH]c2ccccc2c1=O)N1CCOCC1,-1,-1.4,-0.6,-4,0.2,-0.2,0.4,4,1.6,-1.5,-4
COc1cccc(CNC(=O)CCCNC(=O)c2ccc(Cl)cc2)c1,-4,2.8,-0.2,-9,-0.1,-0.5,0.2,1,-0.2,1.4,-3
O=C(Nc1cccc([N+](=O)[O-])c1)NC1CCCCCCC1,-1,6.0,-0.9,-10,3.6,-0.4,5.5*,-19,1.4,5.1,2
CN(Cc1ccc(N(C)C)cc1)C(=O)c1cc2ccccc2o1,2,4.6,-0.9,0,0.0,-0.3,0.0,10,2.6,1.9,2
NC(=O)c1nc(N2CCOCC2)nc(N2CCOCC2)n1,-1,-2.3,-1.6,-1,-1.7,0.9,0.2,-3,0.8,0.0,-1
O=C(Nc1ccc2ccccc2c1)c1cnccn1,5,7.3,0.9,-3,6.4*,-0.2,5.5*,0,1.5,11*,2
COc1ccc(CCNC(=O)CCC(=O)n2ncc3cc(C)ccc32)cc1OC,1,-1.1,-0.9,-1,-0.6,0.6,-0.6,2,0.1,-0.4,-2
CCOc1cc(N2CCOCC2)c(OCC)cc1NC(=O)C(C)(C)C,4,0.6,-0.7,1,-1.2,0.8,0.7,9,-0.8,-2.5,2
COc1ccc2cc3cc(C(=O)NCCCN4CCOCC4)oc3nc2c1,-3,1.9,-1.1,1,0.1,49*,-1.2,10,-0.3,1.3,4
O=C(O)CSc1cc(C(=O)c2cc(F)ccc2O)cn2c(=O)c3c(-c4ccccc4)csc3nc12,-4,-0.2,-0.4,-9,1.1,6.5,-0.2,-19,1.5,0.2,-6
c1cnc2c(OCc3cn4cccnc4n3)cccc2c1,5,3.3,-1.6,2,-0.3,0.4,-0.1,6,1.9,1.2,2
COc1ccc(/C=N/NC(=O)c2ccc(COCC(F)(F)C(F)F)cc2)cc1,-2,0.1,-1.0,2,-0.1,0.3,0.4,5,0.5,2.1,2
O=C(c1ccco1)N(CCCN1CCOCC1)c1nc(-c2ccc(F)cc2)cs1,-2,-0.8,-2.4,-1,-4.0,1.0,-0.7,-14,-2.0,-0.8,1

# Going on with the list.
SMILES,SMARCA2 activ,FXN GAA850 act,ssDAF12 agonist,NPR2 activator,hcDAF-12 act,proKLK7 act,DAX1 inh-1,sPLA2-III inh,DAX1 inh-2,hgDAF-12 ag,NPR1 activator
O=c1[nH]c(=S)[nH]cc1Oc1ccc(Br)cc1Br,0,2.5,-0.5,0,1.6,-0.4,0.2,12,-0.5,1.0,-3
CCc1ccccc1NC(=O)Nc1cccn(Cc2ccc(F)cc2)c1=O,-3,-0.2,-1.6,1,-1.9,0.1,-1.0,-1,-1.9,-1.2,1
CC(C)CN1CCN(Cc2cccc3ncccc23)CC1CCO (stereo unspecified),-4,-0.8,-1.4,3,4.3,-0.6,2.3,10,-1.1,-2.5,0
COc1ccc(-c2cc(C(=O)NC(C)C)no2)cc1,5,8.1*,-0.5,2,4.4,-0.3,2.4,-4,1.2,10*,1
COC(=O)C(NC(=O)c1ccccc1)=C1C=C(C)OC(C)=C1,-1,0.8,-1.2,-6,-0.9,0.7,0.3,4,-0.6,-1.8,6
O=C(c1ccc(=O)[nH]n1)N1CCN(S(=O)(=O)c2cccc(F)c2)CC1,5,-0.4,-1.0,6,-1.1,-0.1,1.1,2,-0.2,-2.8,4
Fc1ccc(NC(=S)NNc2ncc(C(F)(F)F)cc2Cl)c(F)c1,-8,-12,-3.0,0,-6.6,0.7,-3.4,-9,-3.5,-13,-1
COc1ccccc1-n1cnc(N)c1C(=O)c1ccccc1,1,-4.5,-0.7,4,-0.7,-0.4,-2.1,-5,-0.9,3.2,6
CCOc1ccc(OCc2ccc(C(=O)Nc3cccnc3)cc2)cc1,0,3.3,-0.3,2,-2.0,-0.1,0.3,-1,-1.5,-0.4,0
CCc1ccc(N(C)S(=O)(=O)c2ccc3[nH]cc(C(=O)NCCN4CCOCC4)c(=O)c3c2)cc1,-3,0.8,-1.1,3,-0.6,-1.0,-0.6,-24,0.0,-0.8,0

# From PubChem BioAssay
